Assay outcomes from PubChem.
PPARg SRC1 recr: agonists of human PPARgamma SRC-1 coactivator recruitment; P37231; PPARgamma-SRC-1 coactivator recruitment biochemical assay; activation, % at 8 µM; 0.41% of 200,000 active; in the data active means activation above about 19%;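 further: 0% = DMSO and 100% = reference agonist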
Target sequence (P37231 whole entry, looked up): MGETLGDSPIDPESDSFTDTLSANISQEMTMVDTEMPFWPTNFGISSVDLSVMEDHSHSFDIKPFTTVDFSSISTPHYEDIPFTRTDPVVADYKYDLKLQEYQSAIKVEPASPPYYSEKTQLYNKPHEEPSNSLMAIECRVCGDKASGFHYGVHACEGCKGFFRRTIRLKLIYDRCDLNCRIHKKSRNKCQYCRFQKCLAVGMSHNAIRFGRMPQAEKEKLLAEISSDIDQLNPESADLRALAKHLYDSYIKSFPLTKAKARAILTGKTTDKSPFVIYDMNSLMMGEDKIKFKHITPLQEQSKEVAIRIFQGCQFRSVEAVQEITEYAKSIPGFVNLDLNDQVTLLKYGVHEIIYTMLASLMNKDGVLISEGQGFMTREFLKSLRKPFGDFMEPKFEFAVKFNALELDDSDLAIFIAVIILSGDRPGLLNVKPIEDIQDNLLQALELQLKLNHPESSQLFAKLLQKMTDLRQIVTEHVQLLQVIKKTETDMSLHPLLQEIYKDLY
STAT3 act: activators of IL-6 induced STAT3 signaling; 0.91% of 190,000 active; AID 871; activation (% of control), % at 5.6 µM; U3A cells, IL-6 STAT3-luciferase reporter, luminescence; 100% = signal with IL-6 EC80 alone;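 active means activation above the screen-wide mean of compound activation plus 3 SD, cut at about 130% in these data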;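 further: 0% = background luminescence of wells with medium and substrate only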
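Test system: Human STAT1-deficient U3A cells with stable STAT3-luciferase reporter | Also added: Interleukin-6, 33 ng/mL | Timing: Compound pre-incubation 1 h before IL-6, then 6 h stimulation at 37 °C | Technique: Luciferase reporter luminescence | Read-out: Percent of IL-6-only median luminescence | Benchmarks: IL-6-only wells as 100% reference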
PPARg SRC2 recr: promotes SRC-2 coactivator recruitment by human PPARgamma | AID 1032 | P37231 | activation, % at 8 µM | PPARgamma LBD-SRC-2 recruitment, biochemical | 0.34% of 200,000 active; in the data active means activation above about 22%;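 further: 0% = vehicle and 100% = reference agonist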
TNAP act hiacc: increases human TNAP activity under high phosphate acceptor concentration; activation factor at 20 µM; 200,000 tested, under 10 active; purified TNAP, CDP-star luminescence, 1 M DEA, 30 min; hits give high values; 0 = EDTA background, 1 = DMSO-only activity; AID 1136;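 active means activation factor at least 2 at 20 µM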
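Test system – human TNAP · Doses – 20 µM single point · Incubation – 30 min, room temperature · Signal – luminescent substrate turnover signal · Read-out basis – activation factor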
bIAP inhibitor: intestinal alkaline phosphatase (bovine) inhibition; AID 1019; purified bovine IAP, CDP-star luminescence, 30 min; inhibition, % at 20 µM; 190,000 tested, under 10 active;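 active means over 50% inhibition of intestinal alkaline phosphatase at 20 µM in the single-dose screen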
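Assay system – bovine IAP enzyme · Quantity – bovine IAP at 1/65,000,000 final dilution · Detection – CDP-star luminescence signal · Times – 30 min reaction at room temperature · Also added – CDP-star substrate at 30 µM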
PPARg SRC-3 ag: agonists of human PPARgamma SRC-3 coactivator recruitment; P37231; biochemical PPARgamma/SRC-3 coactivator recruitment assay; activation, % at 8 µM; 0.26% of 200,000 active; in the data active means activation above about 23%;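 further: 0% = DMSO and 100% = reference agonist; some compounds past the cut are filed as inactive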
STAT1 inh: inhibitors of IFN-gamma induced STAT1 signaling; 0.35% of 200,000 active; inhibition, % at 5.5 µM; AID 920; NIH 3T3 STAT1-luciferase reporter, luminescence;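 active means inhibition above a set limit, the mean inhibition across all tested compounds plus 3 SD, cut at about 34% in these data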;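 further: 0% = IFN-gamma with DMSO and 100% = IFN-gamma with 300 µM nifuroxazide; values of inactives mirror those of a sister screen read the other way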
TR-FRET SRC-2 ct: flags TR-FRET format artefacts in PPARgamma SRC-2 recruitment agonist screen; TR-FRET artefact counter-screen; hits give high values; TR-FRET ratio at 8 µM; 0.4% of 200,000 active; AID 1049; in the data active means TR-FRET ratio above about 2000; further: inactives centre near 1500
bIAP activator: increases bovine intestinal alkaline phosphatase activity; purified bovine IAP, CDP-star luminescence, 30 min; hits give high values; fold of DMSO-control signal, blank-subtracted; activation factor at 20 µM; 0.17% of 200,000 active; AID 1016;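 active means activation factor of 2 or more at 20 µM, a signal rise over negative controls twice the positive control's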
ROMK primary: modulators of human ROMK potassium channel. B-score at 10 µM. P48048. 2% of 130,000 active. Tet-inducible ROMK, thallium flux fluorescence; actives lie on both sides. AID 1918;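 active means signal ratio slope over the read window, or its plate-corrected B-score, at least 3 SD from the plate mean, either direction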;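 further: B-score of the F/F0 ratio slope over 7 to 12 s after thallium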
Target sequence (P48048 whole entry, looked up): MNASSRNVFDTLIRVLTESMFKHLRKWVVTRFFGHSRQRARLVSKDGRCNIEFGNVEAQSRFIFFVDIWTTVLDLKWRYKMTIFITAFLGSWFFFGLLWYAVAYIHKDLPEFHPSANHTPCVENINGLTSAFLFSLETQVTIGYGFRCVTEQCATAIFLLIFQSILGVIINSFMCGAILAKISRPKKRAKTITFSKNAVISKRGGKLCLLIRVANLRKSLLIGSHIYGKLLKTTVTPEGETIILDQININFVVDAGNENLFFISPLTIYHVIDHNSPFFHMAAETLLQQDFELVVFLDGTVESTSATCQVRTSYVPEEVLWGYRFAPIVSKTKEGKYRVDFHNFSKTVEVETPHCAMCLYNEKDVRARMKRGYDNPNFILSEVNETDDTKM
STAT3 blocker: reduces IL-6 driven STAT3 reporter signal. inhibition, % at 5.5 µM. U3A cells, IL-6 STAT3-luciferase reporter, luminescence; host cell line lacks STAT1. AID 862. 0.89% of 190,000 active;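 active means inhibition above the mean inhibition across all screened compounds plus 3 SD, cut at about 44% in these data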;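 further: 0% = DMSO only wells and 100% = 100 µM nifuroxazide control wells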
The depositor's hits bear a star; . = no result given.

SMILES	TR-FRET SRC-2 ct	TNAP act hiacc	ROMK primary	bIAP activator	STAT3 blocker	STAT3 act	PPARg SRC1 recr	bIAP inhibitor	PPARg SRC2 recr	STAT1 inh	PPARg SRC-3 ag
COc1ccccc1CN1C[C@@H]2C[C@@H](c3ccc(Cl)cc3)N3CCC[C@@]23C1=O	1562	1.1	-1	1	4	101	0	-5	1	1	3
CC1=CC(C)(C)N(C(=O)CNC2CCCC2)c2cc(C)ccc21	1330	1.1	-4*	1.1	1	101	4	-14	10	3	0
O=C(O)c1ccc(CN(c2ccccn2)S(=O)(=O)c2ccccc2)cc1	1518	1.1	.	1	4	102	4	2	7	2	0
O=C1Nc2ccc(F)cc2C12Nc1ccccc1-c1nnc(SCc3ccccc3F)nc1O2 (centres undefined)	1759	1	-0.71	0.9	13	95	-3	7	3	-2	5
O=C(COC(=O)CNS(=O)(=O)c1ccccc1)NC12CC3CC(CC(C3)C1)C2	1380	1.1	-0.066	0.9	8	100	7	7	0	1	3
Cc1nc2ccccn2c1P(=Nc1ccccc1)(N(C)C)N(C)C	1634	1.1	.	1	8	98	2	-2	1	0	-4
Cc1cc(C)cc(OCC(=O)OCC(=O)c2ccc3c(c2)NC(=O)CO3)c1	1543	1	1.4	1	-6	103	3	-3	6	-10	1
CCN(CC)C(=O)COc1ccc(Br)cc1Cl	1665	1.1	.	1	4	100	-1	1	8	1	3
COc1ccc(OCC(=O)Nc2ccccc2C(=O)N2CCOCC2)cc1	1560	1	3*	1	-1	111	7	-1	-1	-6	2
O=C(Nc1nccs1)C(c1ccccc1)N1CCCC1 (centres undefined)	1593	1	-0.44	1.1	-2	104	8	-6	10	5	1
CN(C(=O)c1ccncc1)c1nnc(-c2cccnc2)s1	1504	1	.	0.9	6	100	5	11	8	0	-2
Nc1nonc1-n1nnc(C(=O)O)c1-c1cccs1	1371	1	.	1	2	102	-3	4	-9	1	-4
CC(C)CCN(CCC(C)C)C/C(O)=C(\C#N)c1nc(-c2ccccc2)cs1	1574	1	.	0.9	14	94	4	9	6	-5	4
O=C(COC(=O)/C=C/c1cccc(C(F)(F)F)c1)NCc1ccc(F)cc1	1716	1	1	0.8	6	98	-4	21	-6	9	0
COCCNC(=S)N1CCN(c2nc3ccccc3s2)CC1	1508	1	0.16	1.1	13	94	-4	-11	7	6	2
COc1ccc(-c2cc(C(F)(F)F)n3nc(C(=O)Nc4cc(C)on4)cc3n2)cc1OC	1669	1	.	1.1	12	94	9	-7	1	2	3
O=c1c2cn[nH]c2[nH]c(=S)n1-c1cccc(Cl)c1	1632	1	0.48	1	13	96	2	-3	3	8	4
COc1ccc(-c2cnc3c(c2)CCC3(C#N)C#N)cc1	1602	1	1	1	-2	106	-2	5	-4	-14	-1
Cc1nnc(NC(=O)CCSc2ccccc2)s1	1715	1.1	0.58	0.9	2	99	4	14	3	10	0
O=C(C1CCN(S(=O)(=O)N2CCOCC2)CC1)N1CCN(Cc2ccc3c(c2)OCO3)CC1	1500	1	1.1	1.1	12	93	6	-5	-2	0	-4

Looked up above:
STAT3 blocker with O=C(C1CCN(S(=O)(=O)N2CCOCC2)CC1)N1CCN(Cc2ccc3c(c2)OCO3)CC1 reads 12
STAT3 act with CC(C)CCN(CCC(C)C)C/C(O)=C(\C#N)c1nc(-c2ccccc2)cs1 reads 94
STAT3 act with COc1ccc(-c2cc(C(F)(F)F)n3nc(C(=O)Nc4cc(C)on4)cc3n2)cc1OC reads 94

Further compounds
SMILES	TR-FRET SRC-2 ct	TNAP act hiacc	ROMK primary	bIAP activator	STAT3 blocker	STAT3 act	PPARg SRC1 recr	bIAP inhibitor	PPARg SRC2 recr	STAT1 inh	PPARg SRC-3 ag
Cc1ccc(S(=O)(=O)NCC(c2cccnc2)N(C)C)cc1 (centres undefined)	1619	1	.	0.9	4	100	6	6	2	1	-5
Cc1cc(=O)[nH]c(N/N=C/c2c(C)oc3ccccc23)n1	1629	1	-0.23	1	9	95	-1	-5	2	-4	1
O=C(COC(=O)c1cc(S(=O)(=O)N2CCCCC2)ccc1N1CCOCC1)NCCc1ccc(F)cc1	1454	1	-0.39	1.1	-3	107	-4	-7	-4	-1	-5
O=C(NCc1ccco1)C(=S)N1CCCC1	1437	1.1	0.32	1.1	-1	103	-2	-6	6	3	2
CCOC(=O)c1ccc(NC(=S)N(CCCN2CCN(CC)CC2)Cc2ccco2)cc1	1833	1	-0.44	1	12	96	2	-3	9	-4	6
Cc1ccc(OCC(=O)Nc2ccc3c(c2)OCO3)c(C)c1	1553	1.1	-1.1	0.9	0	105	1	7	-2	-12	0
O=C(NC1CCCCCCC1)C1CCC(CNc2c(N3CCCC3)c(=O)c2=O)CC1 (centres undefined)	1565	1	.	0.9	6	95	10	9	7	-1	5
Cc1ccc(CNC(=S)Nc2ccc(OC(F)F)cc2C)cc1	1533	1.1	.	0.5	-4	103	-1	.	-1	5	-4
N#C/C(=C/c1cn(-c2ccccc2)nc1-c1cccc(OCc2ccc(F)cc2)c1)C(=O)NCCCn1ccnc1	1701	1	.	1.2	-9	110	0	-20	-3	-3	-2
COc1ccc(C2=[N+]([O-])C(C)(C)C(c3ccccc3)=N2)cc1	1639	1	-0.86	1	19	86	8	5	0	-2	0
Cc1cccc(N/C(N)=N/c2nc(C)cc(=O)[nH]2)c1	1805	1	.	1.2	10	96	0	-17	8	-1	2
CCN(CCn1cccn1)Cc1cn[nH]c1-c1ccc(-c2ccccc2)cc1	1673	0.9	0.8	1.1	2	103	4	-8	-3	-30	3
Cc1ccc(S(=O)(=O)NCC2CCC(C(=O)NCCCN3CCOCC3)CC2)cc1 (centres undefined)	1543	1.1	.	1.1	0	104	-2	-6	4	-6	-9
COc1ccc2c(Cl)c(C(=O)NCc3ccco3)sc2c1	1573	1	.	0.8	12	96	-1	21	5	-15	-2
O=C(O)c1ccc(-c2nc3ccccc3[nH]2)cc1	1448	1	.	1	-3	99	-4	2	4	-7	4
CC(=O)NN1C(=O)/C(=C/c2ccc(C(C)C)cc2)SC1=S	1458	1	0.87	1	-3	103	-6	0	-8	-5	-1
COc1cc([N+](=O)[O-])ccc1NC(=O)CN(C)C	1551	0.9	.	0.9	0	109	5	13	-1	-11	-7
N#Cc1cccn1-c1nccs1	1568	1	0.69	1.1	11	94	0	-9	3	4	0
Oc1ccccc1C1=Nc2ncnn2C(c2ccccc2)C1 (centres undefined)	1679	1	.	0.7	9	98	7	32	8	6	-1
Cc1cc(C)c(C(=O)N2CCCC(C(=O)c3cc(F)ccc3F)C2)o1 (centres undefined)	1467	1	0.4	1.1	-7	107	6	-14	1	4	-2
CC1CCc2c(nc3ncnn3c2Nc2ccc(OC(F)(F)F)cc2)C1 (centres undefined)	1449	1	-1.3	0.6	2	101	-9	43	0	16	-4
CCCC1N2CC3([N+](=O)[O-])CN1CC([N+](=O)[O-])(C2)C3(C)C (centres undefined)	1549	1	.	1.1	8	97	8	-11	11	1	5
CCCC(=O)c1cc2c(cc1NC(=O)c1ccccc1F)OCCO2	1648	1	-0.72	1	29	79	1	0	-2	-6	-6
COc1cccc2cc(C(=O)NC(C)C3CCCO3)c(=O)oc12 (centres undefined)	1455	1	.	1	0	102	-2	2	7	1	7
CNc1oc(-c2cccc3ccccc23)nc1C#N	1615	1.1	.	0.9	19	88	0	5	2	0	0
CCNc1c([N+](=O)[O-])ncn1C	1460	1	1	0.9	1	105	-4	11	2	-1	-5
O=C(NCC1CCCO1)c1c(O)c2c([nH]c1=O)CCCC2 (centres undefined)	1313	1.1	1.6	1	27	80	-11	-2	-6	-11	-9
CCCOc1ccc(C(C)=O)cc1CSCCC#N	1454	1	1	1.2	-1	103	0	-22	9	3	7
O=S(=O)(NCCOc1ccc(F)cc1)c1ccc2c(c1)OCCO2	1581	1.1	.	0.6	10	95	3	35	8	8	1
Cc1ccccc1CN1C(=O)Nc2ccccc2C(=O)N1C(C)(C)C	1562	1	-0.016	1	-3	103	3	4	1	-5	2
O=C(CCC(=O)OCc1ccc(C(=O)Oc2ccccc2)cc1)Nc1cccc2ccccc12	1426	1	.	1	9	101	8	4	10	-13	5
Cc1cc(SCC(=O)NCCN2C(=O)CSC2=O)nc2ccccc12	1643	1	.	0.5	2	103	17	48	2	9	7
CCN1C/C(=C\c2cccc([N+](=O)[O-])c2)C(=O)/C(=C/c2cccc([N+](=O)[O-])c2)C1	1475	1	-0.67	1.1	-7	106	-2	-11	9	-2	0
C=CCc1c(OC)ccc2ccc(=O)oc12	1421	1.1	-0.75	0.9	-18	114	-2	11	-1	-8	-14
Cc1cc(C)cc(NC(=O)N2CCC(C(=O)c3ccc(F)cc3)CC2)c1	1661	1	-1.5	1.1	11	100	-3	-11	1	-1	-2
CCOc1c(Br)cc(/C=N\NC(=O)c2ccccc2)cc1OC	1637	1.1	0.8	1.2	5	94	6	-19	1	-26	1
O=c1oc(Nc2ccc(F)cc2)nc2ccccc12	1678	1	.	1	35	75	0	3	10	9	2
Cc1ccc(/C=N/NC(=O)C2CC(=O)N(c3ccccc3)C2)s1 (centres undefined)	1533	1	.	1	-4	106	-2	4	-6	-6	-2
CCOC(=O)N1CCN(C(=O)CSc2ccccc2)CC1	1790	1	.	0.9	10	96	1	7	0	5	4
COc1ccc(C(C)=O)cc1COc1ncnc2ccccc12	1590	1.1	0.012	1.1	10	96	5	-6	3	0	5
O=C(c1ccco1)n1nc(-c2ccc(Cl)cc2)nc1NCc1ccco1	1714	1	0.29	0.9	19	84	2	7	7	4	-1
CCOc1cc2c(cc1OC)C(NC(=O)C(F)(F)F)CC2=O (centres undefined)	1442	1	.	0.9	-4	108	-5	10	-3	3	2

Entries listed above printed as active in ROMK primary.
molecule,TNAP act hiacc,ROMK primary,bIAP activator,STAT3 act,PPARg SRC1 recr,bIAP inhibitor,PPARg SRC2 recr,STAT1 inh,PPARg SRC-3 ag
CC1=CC(C)(C)N(C(=O)CNC2CCCC2)c2cc(C)ccc21,1.1,-4*,1.1,101,4,-14,10,3,0
COc1ccc(OCC(=O)Nc2ccccc2C(=O)N2CCOCC2)cc1,1,3*,1,111,7,-1,-1,-6,2

3 entries from above, ordered by length of the SMILES, low to high:
SMILES	TR-FRET SRC-2 ct	TNAP act hiacc	ROMK primary	bIAP activator	STAT3 blocker	STAT3 act	PPARg SRC1 recr	bIAP inhibitor	PPARg SRC2 recr	STAT1 inh	PPARg SRC-3 ag
O=c1oc(Nc2ccc(F)cc2)nc2ccccc12	1678	1	.	1	35	75	0	3	10	9	2
Cc1cc(SCC(=O)NCCN2C(=O)CSC2=O)nc2ccccc12	1643	1	.	0.5	2	103	17	48	2	9	7
Cc1cc(C)cc(NC(=O)N2CCC(C(=O)c3ccc(F)cc3)CC2)c1	1661	1	-1.5	1.1	11	100	-3	-11	1	-1	-2
